Rad51 HR inh = human RAD51 strand exchange inhibitors, primary screen, biochemical, fluorescence; 200,000 tested, 0.085% active; inhibition, % at 10 µM; hRad51 DNA strand exchange, fluorescence dequenching; DNA repair protein RAD51 homolog 1 (Homo sapiens), Q06609;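 active means inhibition above 40% at the single screening dose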;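 further: 0% = DMSO control wells and 100% = blanks with heterologous ssDNA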
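Assay system: Human Rad51 nucleoprotein filaments preassembled on unlabelled ssDNA | Reagent: Donor/quencher-labelled 47-bp dsDNA substrate | Doses: One concentration, 10 µM final | Times: 37 °C 15-min filament assembly, 30-min compound preincubation, 15-min exchange | Technique: Fluorescein emission 520 nm, excitation 485 nm | Benchmarks: Plate control and blank wells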
thrombin 1536 = human alpha-thrombin inhibitors, primary screen, counter-screen for coagulation protease inhibitor project, biochemical, 1536-well, fluorogenic AMC substrate; Prothrombin (Homo sapiens), P00734; Boc-VPR-AMC fluorogenic substrate cleavage; inhibition, % at 5 µM; 220,000 tested, 0.26% active;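 active means inhibition at or above 40%; inactive means inhibition below 40%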;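 further: 0% = enzyme with no compound and 100% = wells without enzyme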
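Material: human alpha-thrombin enzyme / Medium: pH 7.5 Tris (50 mM) with NaCl 150 mM, Tween 20 0.05% / Compound: single-point dosing at 5 µM, 0.2% DMSO / Incubation: enzyme reaction carried out at room temperature / Detection: AMC fluorescence, 355/460 nm / Read-out basis: percent inhibition scaled between no-compound controls and no-enzyme blanks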
Furin inhibitor = human furin inhibitors, primary screen, biochemical, fluorescence intensity. P09958. inhibition, % at 30 µM. purified furin, fluorogenic substrate cleavage. 220,000 tested, 0.061% active; in the data active means inhibition above about 25%; further: inactives centre near -15
Target sequence (P09958 108-714 limits assumed): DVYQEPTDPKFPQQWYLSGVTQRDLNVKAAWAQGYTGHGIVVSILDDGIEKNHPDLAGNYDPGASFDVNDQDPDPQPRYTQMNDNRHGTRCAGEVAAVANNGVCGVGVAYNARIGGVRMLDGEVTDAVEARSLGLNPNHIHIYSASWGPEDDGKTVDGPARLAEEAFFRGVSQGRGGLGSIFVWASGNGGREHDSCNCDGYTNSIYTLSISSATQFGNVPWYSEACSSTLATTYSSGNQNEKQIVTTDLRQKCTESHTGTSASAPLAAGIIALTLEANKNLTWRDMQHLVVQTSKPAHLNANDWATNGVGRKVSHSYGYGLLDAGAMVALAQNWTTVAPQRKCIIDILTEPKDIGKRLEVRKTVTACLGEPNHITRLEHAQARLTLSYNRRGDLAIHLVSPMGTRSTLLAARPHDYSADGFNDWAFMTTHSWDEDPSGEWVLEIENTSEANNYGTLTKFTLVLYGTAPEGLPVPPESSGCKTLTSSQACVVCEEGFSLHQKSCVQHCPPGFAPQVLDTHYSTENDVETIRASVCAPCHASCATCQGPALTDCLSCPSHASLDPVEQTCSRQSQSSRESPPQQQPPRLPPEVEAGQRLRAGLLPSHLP
14-3-3 Bad PPI = inhibitors of 14-3-3 zeta/Bad binding, primary screen, biochemical, TR-FRET, bovine 14-3-3 zeta. TR-FRET 14-3-3zeta/Dy647-pBad peptide displacement, 1 h. AID 781, 2007. 220,000 tested, 0.71% active. inhibition, % at 21.7 µM. 14-3-3 protein zeta/delta (Bos taurus), P63103;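 active means inhibition above about 70%, limit read from the data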;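 further: 0% = full 14-3-3 plus peptide FRET controls and 100% = background without 14-3-3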
KCC2 mod = KCC2 cotransporter modulators, thallium flux, primary screen, cell-based, HEK293 KCC2, FluoZin-2 fluorescence, MLSMR; 190,000 tested, 2.2% active; KCC2 cells, thallium flux FluoZin-2 fluorescence; B-score of Tl+ flux slope (higher = more flux/activation; lower = inhibition) at 10 µM;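 active means thallium flux slope and its plate-corrected score both differing from the plate sample mean at a set confidence after two filtering rounds, in either direction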;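 further: slope of fluorescence scaled to starting intensity during 10 to 20 s after thallium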
EBV gp42 block = Epstein-Barr virus gp42 inhibitors, primary screen, biochemical, uHTS, fluorescence polarization | 220,000 tested, 0.42% active | AID 1085, 2008 | Fluorescence polarization binding assay, mP read-out | inhibition, % (tested at 21.74 µM); in the data active means inhibition above about 50%
eIF4E-4G inh = eIF4E–eIF4G protein interaction inhibitors, primary screen, biochemical, uHTS, TR-FRET, eIF4GI fragment; TR-FRET eIF4E-eIF4GI(517-606) binding, 2 h; inhibition, % at 21.7 µM; 220,000 tested, 0.37% active; AID 782, 2007;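 further: 0% = full FRET control wells and 100% = background wells lacking eIF4GI fragment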
NCF1 inh = p47phox/p22phox peptide binding inhibitors, primary screen, biochemical, uHTS, NADPH oxidase regulatory subunit; Neutrophil cytosol factor 1 (Homo sapiens), P14598; fluorescence polarization, 2 h; inhibition, % at 24.7 µM; 220,000 tested, 0.53% active;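 further: 0% = p47phox with labelled peptide and 100% = labelled peptide alone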
Target sequence (P14598 whole entry, looked up): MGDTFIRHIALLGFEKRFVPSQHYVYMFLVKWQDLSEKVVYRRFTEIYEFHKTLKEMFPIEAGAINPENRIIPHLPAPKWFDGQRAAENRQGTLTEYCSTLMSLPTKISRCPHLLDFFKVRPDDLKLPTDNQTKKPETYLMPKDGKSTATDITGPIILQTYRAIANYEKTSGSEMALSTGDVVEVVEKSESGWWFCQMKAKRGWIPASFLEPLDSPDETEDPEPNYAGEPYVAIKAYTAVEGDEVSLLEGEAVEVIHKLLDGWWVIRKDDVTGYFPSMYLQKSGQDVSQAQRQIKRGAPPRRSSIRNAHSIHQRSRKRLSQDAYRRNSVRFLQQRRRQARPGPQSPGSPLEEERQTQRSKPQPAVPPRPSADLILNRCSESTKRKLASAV
hK5 inh = human KLK5 protease inhibitors, primary screen, biochemical, 1536-well; Kallikrein-5 (Homo sapiens), Q9Y337; recombinant hK5, fluorogenic AMC substrate cleavage; 210,000 tested, 0.59% active; AID 873, 2007; inhibition, % at 5 µM;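 active means inhibition of 40% or more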;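 further: 0% = enzyme controls without compound and 100% = no-enzyme blanks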
Active calls of the source: *; [ ] = another dose, or the depositor's remark.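 How the source made its calls, unless noted: active means inhibition above about 30% (limit read from the data); inactive means the rest.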 This is a random part of the collection. About 4.7% of those tested had a hit in this group.

How did COc1ccccc1N1CCN(C(CNS(=O)(=O)c2cc(F)ccc2F)c2cccnc2)CC1 (stereo unspecified) do in these assays?
thrombin 1536: 2.4; Furin inhibitor: -16.2; 14-3-3 Bad PPI: 1.7; KCC2 mod: 0.261; EBV gp42 block: -17.4; eIF4E-4G inh: -1.3; NCF1 inh: -14.0; hK5 inh: -7.5

What do the screens show for `CCCCN(C)Cc1c(C)[nH]c2ccc(OCC)cc2c1=O`?
Rad51 HR inh: -6.5; thrombin 1536: 1.6; Furin inhibitor: -27.4; 14-3-3 Bad PPI: 16.8; KCC2 mod: -0.384; EBV gp42 block: -14.3; eIF4E-4G inh: -3.1; NCF1 inh: -1.6; hK5 inh: -6.0

What do the screens show for `C=CCSc1nnc2c(n1)OC(c1ccco1)Nc1ccccc1-2` (stereo unspecified)?
thrombin 1536: -0.4; Furin inhibitor: -19.2; 14-3-3 Bad PPI: 3.9[fluorescence artefact?]; KCC2 mod: -0.0223; EBV gp42 block: -7.5; eIF4E-4G inh: 2.5[fluorescence artefact?]; NCF1 inh: -12.9; hK5 inh: -11.9

How did C=CCOc1ccc(C(=O)Nc2ccc(OCC)cc2)cc1 do in these assays?
Rad51 HR inh: 8.8; thrombin 1536: -3.3; Furin inhibitor: -15.3; 14-3-3 Bad PPI: -8.2; KCC2 mod: -0.0255; EBV gp42 block: 5.2; eIF4E-4G inh: -0.6; NCF1 inh: -2.5; hK5 inh: -4.8

Results for O=[N+]([O-])c1ccc2c(c1)C(N1CCOCC1)/C(=C/C1(O)CCCCC1)O2 (stereo unspecified) ?
Rad51 HR inh: 1.5; thrombin 1536: 1.6; Furin inhibitor: -7.5; 14-3-3 Bad PPI: -12.6; KCC2 mod: 0.477; EBV gp42 block: 1.9; eIF4E-4G inh: -0.6; NCF1 inh: -0.2; hK5 inh: 4.1

What do the screens show for `COc1ccc(Cn2nnnc2C(c2ccc(C)cc2)N2CCN(C3CCCC3)CC2)cc1` (stereo unspecified)?
Rad51 HR inh: -9.1; thrombin 1536: 2.0; Furin inhibitor: -3.1; 14-3-3 Bad PPI: -8.7[fluorescence artefact?]; KCC2 mod: -0.102; EBV gp42 block: -19.4; eIF4E-4G inh: 7.2; NCF1 inh: -17.1; hK5 inh: -24.5

Results for COc1ccc(CCC(=O)Nc2ccccc2C(F)(F)F)cc1 ?
thrombin 1536: 3.7; Furin inhibitor: -21.1; 14-3-3 Bad PPI: 5.9; KCC2 mod: -0.139; EBV gp42 block: -11.2; eIF4E-4G inh: 3.8; NCF1 inh: -6.3; hK5 inh: -8.8

Results for O=C(NCc1ccco1)c1cc(-c2cccnc2)nc2ccc(Cl)cc12 ?
Rad51 HR inh: 8.0; thrombin 1536: -1.6; Furin inhibitor: -9.3[20 µM]; 14-3-3 Bad PPI: -2.9; KCC2 mod: -0.268; EBV gp42 block: -12.1; eIF4E-4G inh: -1.0; NCF1 inh: -255.8; hK5 inh: -3.1

Results for CC1C(=O)C(C)C(c2ccc([N+](=O)[O-])cc2)NC1c1ccc([N+](=O)[O-])cc1 (stereo unspecified) ?
Rad51 HR inh: -1.5; thrombin 1536: -13.3; Furin inhibitor: -13.7; 14-3-3 Bad PPI: -3.1; KCC2 mod: 0.433; EBV gp42 block: 15.1; eIF4E-4G inh: 2.0; NCF1 inh: 0.8; hK5 inh: -5.2

Results for CC(=O)Cc1nsc(NC(=O)c2ccc(F)cc2)n1 ?
thrombin 1536: -6.5; Furin inhibitor: -21.4; 14-3-3 Bad PPI: -10.9; KCC2 mod: 0.175; EBV gp42 block: 9.5; eIF4E-4G inh: 0.1; NCF1 inh: 2.2; hK5 inh: -2.4

Reprinted from the part before: 2 entries, then new ones.
Results for CC1C(=O)C(C)C(c2ccc([N+](=O)[O-])cc2)NC1c1ccc([N+](=O)[O-])cc1 (stereo unspecified) ?
Rad51 HR inh: -1.5; thrombin 1536: -13.3; Furin inhibitor: -13.7; 14-3-3 Bad PPI: -3.1; KCC2 mod: 0.433; EBV gp42 block: 15.1; eIF4E-4G inh: 2.0; NCF1 inh: 0.8; hK5 inh: -5.2

Results for CC(=O)Cc1nsc(NC(=O)c2ccc(F)cc2)n1 ?
thrombin 1536: -6.5; Furin inhibitor: -21.4; 14-3-3 Bad PPI: -10.9; KCC2 mod: 0.175; EBV gp42 block: 9.5; eIF4E-4G inh: 0.1; NCF1 inh: 2.2; hK5 inh: -2.4

How did O=C(Cc1cccs1)N1CCN(c2ccc(F)cc2)CC1 do in these assays?
Rad51 HR inh: 8.0; thrombin 1536: -1.1; Furin inhibitor: -17.9[20 µM]; 14-3-3 Bad PPI: -14.7; EBV gp42 block: -11.1; eIF4E-4G inh: 1.9; NCF1 inh: -6.5; hK5 inh: 1.1

What do the screens show for `CC1CNc2c(cccc2S(=O)(=O)N[C@@H](CCCN=C(N)N)C(=O)N2CC[C@@H](C)C[C@@H]2C(=O)O)C1` (stereo partly specified)?
Rad51 HR inh: -5.3; 14-3-3 Bad PPI: -0.5; KCC2 mod: 0.979; EBV gp42 block: -12.6; eIF4E-4G inh: 5.5; NCF1 inh: -4.8

Results for CCc1c(C(=O)c2ccc(Cl)cc2)oc2c(C)c3oc(=O)cc(C)c3cc12 ?
Rad51 HR inh: 2.3; thrombin 1536: 3.0; Furin inhibitor: -2.8[20 µM]; 14-3-3 Bad PPI: -6.5; KCC2 mod: -0.252; EBV gp42 block: -16.0; eIF4E-4G inh: -2.6; NCF1 inh: 1.6; hK5 inh: 1.8

What do the screens show for `Cc1cccc(N(Cc2cc3cc(C)ccc3[nH]c2=O)C(=O)c2cccs2)c1`?
thrombin 1536: -8.5; Furin inhibitor: -29.3; 14-3-3 Bad PPI: -1.9; KCC2 mod: -0.86; EBV gp42 block: -4.9; eIF4E-4G inh: -3.2; NCF1 inh: -8.2; hK5 inh: -1.3

How did CCN(CC)S(=O)(=O)c1ccc(NC(=O)CN(c2ccc(OC)cc2OC)S(C)(=O)=O)cc1 do in these assays?
Rad51 HR inh: 1.9; thrombin 1536: 0.6; Furin inhibitor: -21.2[20 µM]; 14-3-3 Bad PPI: 0.4; KCC2 mod: -0.907; EBV gp42 block: -13.1; eIF4E-4G inh: -5.7; NCF1 inh: -9.9; hK5 inh: -11.9

What do the screens show for `Cc1ccccc1NS(=O)(=O)c1cccc(-c2nnc(-c3ccccc3)o2)c1`?
Rad51 HR inh: 2.1; thrombin 1536: -3.1; Furin inhibitor: -29.0; 14-3-3 Bad PPI: 57.8; KCC2 mod: 0.0447; EBV gp42 block: -8.6; eIF4E-4G inh: -4.0; NCF1 inh: -13.1; hK5 inh: 2.5

What do the screens show for `O=C(CN1C(=O)c2ccccc2S1(=O)=O)Nc1ccc(S(=O)(=O)N2CCCCCC2)cc1`?
Rad51 HR inh: -2.1; thrombin 1536: 18.5; Furin inhibitor: -19.3[20 µM]; 14-3-3 Bad PPI: -6.5; EBV gp42 block: -12.2; eIF4E-4G inh: 2.0; NCF1 inh: -11.4; hK5 inh: 27.1

Results for O=C(Oc1ccc2c(-c3ccccc3)cc(=O)oc2c1)C1CCCCC1 ?
Rad51 HR inh: -6.1; thrombin 1536: -9.6; Furin inhibitor: -1.4[20 µM]; 14-3-3 Bad PPI: 10.2; KCC2 mod: -1.78; EBV gp42 block: -22.4; eIF4E-4G inh: -7.4; NCF1 inh: 1.4; hK5 inh: -12.2

Results for Cc1ccc(C(=O)NCCNc2ccc([N+](=O)[O-])cc2C(F)(F)F)cc1 ?
Rad51 HR inh: -9.7; thrombin 1536: 6.7; Furin inhibitor: -3.4; 14-3-3 Bad PPI: -15.6; KCC2 mod: -1.51; EBV gp42 block: -13.3; eIF4E-4G inh: -0.3; NCF1 inh: -0.7; hK5 inh: -9.8

What do the screens show for `CCOC(=O)c1ccccc1NC(=O)Cn1c(-c2nonc2N)nc2ccccc21`?
Rad51 HR inh: -2.3; thrombin 1536: -0.9; Furin inhibitor: -6.4; 14-3-3 Bad PPI: 6.4; KCC2 mod: -0.96; EBV gp42 block: -24.3; eIF4E-4G inh: -1.2; NCF1 inh: -3.1; hK5 inh: -31.4

Results for COC(=O)[C@H](C)NC(=O)Nc1cccc(C)c1 ?
thrombin 1536: 1.0; Furin inhibitor: -11.0[20 µM]; 14-3-3 Bad PPI: 10.6[fluorescence artefact?]; KCC2 mod: -1.5; EBV gp42 block: -14.0; eIF4E-4G inh: -2.6[fluorescence artefact?]; NCF1 inh: -12.2; hK5 inh: 7.5

What do the screens show for `Cc1ccccc1-n1c(=O)cc(N2CCC3(CC2)OCCO3)[nH]c1=O`?
Rad51 HR inh: -7.8; thrombin 1536: -10.8; Furin inhibitor: -21.9[20 µM]; 14-3-3 Bad PPI: -4.1[fluorescence artefact?]; KCC2 mod: -0.47; EBV gp42 block: -12.7; eIF4E-4G inh: 2.3[fluorescence artefact?]; NCF1 inh: -15.9; hK5 inh: -14.0

Results for CCCCC(CC)CNC(=O)/C=C/c1ccc(F)cc1 (stereo unspecified) ?
Rad51 HR inh: 1.9; thrombin 1536: -9.2; Furin inhibitor: 19.2; 14-3-3 Bad PPI: -7.8; KCC2 mod: -0.111; EBV gp42 block: -7.5; eIF4E-4G inh: 9.8[fluorescence artefact?]; NCF1 inh: -6.3; hK5 inh: -13.7

Results for CCN(CC)S(=O)(=O)c1ccc(C)c(NC(=S)NNC(=O)C2CC2)c1 ?
Rad51 HR inh: 7.4; thrombin 1536: -3.9; Furin inhibitor: -10.8; 14-3-3 Bad PPI: -11.2; KCC2 mod: 0.404; EBV gp42 block: -9.5; eIF4E-4G inh: -0.3[fluorescence artefact?]; NCF1 inh: -8.0; hK5 inh: -71.2

What do the screens show for `Cc1nc2c(-c3ccccc3)c(C)nn2c(C)c1CCC(=O)O`?
Rad51 HR inh: -2.3; thrombin 1536: -0.7; Furin inhibitor: -11.2; 14-3-3 Bad PPI: -4.2; KCC2 mod: 0.0552; EBV gp42 block: -11.7; eIF4E-4G inh: -0.7; NCF1 inh: -13.0; hK5 inh: -7.4

What do the screens show for `O=c1cc(CSc2nnc(-c3cccs3)n2Cc2ccccc2)nc2sc3ccccc3n12`?
Rad51 HR inh: -2.5; thrombin 1536: 2.6; Furin inhibitor: -7.2; 14-3-3 Bad PPI: -14.2; KCC2 mod: -2.66; EBV gp42 block: 22.6; eIF4E-4G inh: -6.7; NCF1 inh: -34.9; hK5 inh: 6.6

How did CCOc1ccc(/C=N/NC(=O)c2ccc(Cn3cc([N+](=O)[O-])cn3)o2)cc1 do in these assays?
Rad51 HR inh: 4.8; thrombin 1536: -5.8; Furin inhibitor: -12.5[20 µM]; 14-3-3 Bad PPI: -10.4; KCC2 mod: 1.54; EBV gp42 block: 2.1; eIF4E-4G inh: 3.3; NCF1 inh: -10.2; hK5 inh: -2.2

Screening results deposited in PubChem BioAssay by several laboratories.
